FXIIa inh 1536 – blocks human coagulation factor XIIa protease activity. P00748. purified FXIIa, Boc-QGR-AMC fluorogenic substrate, 2 h. inhibition, % at 5 µM. hit rate 0.3% among 220,000. AID 800; in the data active means inhibition above about 40%;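 further: 0% = enzyme with no compound and 100% = blank without enzyme; many of its hits are not listed in these tables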
PPC-1+TRAIL kill – PPC-1 cancer cell killing with TRAIL present | PPC-1 cells + TRAIL, ATPLite viability luminescence | cell killing (% activity), % at 4 µM | hit rate 0.41% among 220,000 | AID 1443;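 active means cell killing above 50% in the first pass at 4 µM, then a duplicate retest at 5 µM averaging 50% or more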;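 further: plate controls were cells with TRAIL plus DMSO for no effect and medium-only wells lacking cells for full effect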
CHOP inh – CHOP inhibition in unfolded protein response; CHO-K1 CHOP-promoter luciferase, tunicamycin-induced, 15-18 h; inhibition, % at 10 µM; hit rate 3.8% among 220,000; AID 2732;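 active means compounds that reduced the stress-induced luciferase reporter signal by more than about 70% of percent inhibition, limit read from the data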;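 further: 0% = tunicamycin plus vehicle and 100% = wells without tunicamycin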
Wee1 stabilizer – human Wee1 degradation inhibition, primary screen; P30291; HeLa Luc-Wee1K328M stability, luciferase luminescence; 100% = proteasome inhibitor MG132 effect; reporter increase, % at 5 µM; hit rate 1.2% among 220,000;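 active means activation above the mean of all tested compounds plus 3 SD, set per screening run, cut at about 8.8% in these data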;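 further: cells exposed to compound for 20 h before luminescence read; 0% = DMSO alone and 100% = MG132 at 30 µM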
TNF necrop inh – blocks TNF-alpha induced death of Jurkat FADD-/- cells. Jurkat FADD-/- TNF necroptosis rescue, ATP luminescence, 24 h; 0 = TNF only, 100 = no-TNF cells. activation (protection from cell death), % at 10 µM. hit rate 0.068% among 220,000. AID 463075;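 active means activation, meaning protection from cell death, of at least 50% relative to plate controls; inactive means activation below 50%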;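 further: necroptosis triggered by 40 ng/mL TNF-alpha added together with compound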
FXIa inh – factor XIa (human) inhibition | P03951 | purified FXIa, Boc-Glu-Ala-Arg-AMC fluorogenic substrate | inhibition, % at 5 µM | hit rate 0.14% among 220,000;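 active means inhibition of at least 40%; inactive means inhibition below 40%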;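 further: fluorescence of freed AMC excited at 355 nm; 0% = enzyme without compound and 100% = no enzyme blank; many of its hits are not listed in these tables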
Target sequence (P03951 19-387 limits assumed): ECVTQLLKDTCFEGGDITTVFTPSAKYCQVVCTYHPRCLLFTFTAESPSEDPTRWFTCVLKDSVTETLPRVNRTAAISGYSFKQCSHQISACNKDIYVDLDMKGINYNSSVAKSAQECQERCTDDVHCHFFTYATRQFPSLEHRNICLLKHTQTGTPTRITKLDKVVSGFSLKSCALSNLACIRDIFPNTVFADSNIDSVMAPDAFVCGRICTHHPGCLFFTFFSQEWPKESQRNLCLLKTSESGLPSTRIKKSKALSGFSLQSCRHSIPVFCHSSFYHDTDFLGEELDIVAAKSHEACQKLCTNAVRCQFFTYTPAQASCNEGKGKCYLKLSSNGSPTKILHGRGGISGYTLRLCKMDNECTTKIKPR
Target sequence (P03951 388-625 limits assumed): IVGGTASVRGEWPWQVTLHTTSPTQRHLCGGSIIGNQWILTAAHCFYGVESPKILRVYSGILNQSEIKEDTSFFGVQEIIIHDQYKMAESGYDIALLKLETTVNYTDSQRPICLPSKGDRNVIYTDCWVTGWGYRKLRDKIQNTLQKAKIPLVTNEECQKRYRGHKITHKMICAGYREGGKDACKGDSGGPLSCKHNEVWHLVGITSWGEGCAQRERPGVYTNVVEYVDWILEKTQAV
L929 necroptosis – blocks zVAD induced death of L929 cells; hit rate 0.38% among 220,000; viability rescue, % at 10 µM; L929 zVAD necroptosis rescue, ATP luminescence, 24 h; with zVAD 60 µM; AID 1377;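 active means activation, scaled between plate controls, above about 75%, limit read from the data; inactive means activation under that limit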;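 further: 0% = zVAD with DMSO and 100% = DMSO alone without zVAD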
PGE2 EP2 inh – EP2 receptor (human) inhibition | P43116 | C6 glioma cells expressing human EP2, cAMP TR-FRET; cells stimulated with saturating PGE2 | inhibition, % at 25 µM | hit rate 0.52% among 260,000 | AID 1422;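 active means percent inhibition above 40 after rounding to a whole number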;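 further: rat C6 glioma host cells with rolipram phosphodiesterase inhibitor present; the protocol text gives 20 µM as final concentration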
Target sequence (P43116 whole entry, looked up): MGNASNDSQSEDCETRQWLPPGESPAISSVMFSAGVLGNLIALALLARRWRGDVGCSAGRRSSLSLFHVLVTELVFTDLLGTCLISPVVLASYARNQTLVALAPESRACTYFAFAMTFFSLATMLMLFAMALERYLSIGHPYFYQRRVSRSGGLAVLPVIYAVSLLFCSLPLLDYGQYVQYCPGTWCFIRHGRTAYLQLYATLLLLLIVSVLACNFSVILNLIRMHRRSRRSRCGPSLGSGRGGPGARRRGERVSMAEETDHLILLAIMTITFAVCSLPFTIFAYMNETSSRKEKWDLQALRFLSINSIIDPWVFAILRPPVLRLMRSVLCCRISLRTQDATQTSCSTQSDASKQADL
Tb hexokinase – blocks Trypanosoma brucei hexokinase 1 activity; recombinant TbHK1, G6PDH-coupled NADH A340; inhibition, % at 10 µM; hit rate 0.11% among 220,000; AID 1430;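 active means inhibition of 50% or more in the single-dose primary screen; inactive means inhibition below 50%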
The depositor's hits bear a star; x = no result given; & = joins results of further samples. Only part of the results is shown, so the mix of outcomes need not match the whole.

SMILES | FXIIa inh 1536 | PPC-1+TRAIL kill | CHOP inh | Wee1 stabilizer | TNF necrop inh | FXIa inh | L929 necroptosis | PGE2 EP2 inh | Tb hexokinase
Cc1nn(CC(=O)NCc2cccc3ccccc23)c(=O)c2ccccc12 | 6 | 21 | -13 | 0 | -0.6 | 0 | 0.2 | 11&12 | -2
Cc1cccc(N2C(=O)CC(N3CCN(c4ccccc4)CC3)C2=O)c1 (stereo unspecified) | 3 | 14 | 4 | 1 | 0.4 | -6 | 0.0 | 7 | 0
COc1cc(C(c2c(C)[nH][nH]c2=O)c2c(C)[nH][nH]c2=O)ccc1OC(=O)c1cccc([N+](=O)[O-])c1 | -4 | 12 | 34 | 1 | -4.4 | -7 | -0.6 | 14 | 12
COc1ccc(NC(=O)COc2ccc3oc(=O)cc(C)c3c2)cc1 | 5 | -7 | -4 | 2 | 4.8 | 0 | -1.0 | 8 | -9
CC(NC(=O)NC12CC3CC(CC(C3)C1)C2)c1ccc2c(c1)OCO2 (stereo unspecified) | -2 | 28 | 26 | 0 | 0.8 | -5 | 1.0 | 12 | -2
COc1ccc(CC(=O)NCc2n[nH]c(=S)n2-c2ccc(Br)cc2)cc1 | 12 | 4 | 5 | -2 | 0.5 | 0 | 6.1 | 10 | -3
CCOc1ccc(OCC)c(S(=O)(=O)n2cc(C)nc2CC)c1 | 4 | 3 | 10 | 0 | -0.2 | -2 | 5.3 | 5 | 2
CC1CC(OC(=O)C(O)c2ccccc2)CC(C)(C)N1C (stereo unspecified) | 1 | -4 | 20 | x | 1.4 | 0 | 0.0 | 17 | -6
CCOc1cc2c(cc1/C=C1/NC(=O)N(CC(=O)OC)C1=O)OCO2 | 0 | -17 | -2 | 0 | 1.3 | -11 | 3.0 | 11 | -11
Cc1cccc(C)c1-n1nnnc1SCSc1nnnn1-c1c(C)cccc1C | 13 | 14 | -6 | 0 | 1.8 | 2 | 0.3 | 2 | 3
CCOc1ccc(NC(=O)N(C2CCCCC2)C(C)c2ccncc2)cc1 (stereo unspecified) | 9 | 9 | 25 | 4 | -2.8 | 0 | -0.2 | 1 | -3
Cc1ccc(-c2nsc(SCC(=O)NCc3ccc4c(c3)OCO4)n2)cc1 | 4 | -7 | 11 | 1 | -1.8 | 5 | 0.1 | 5 | 0
CCN(CC)c1ccc(C(=O)NNC(=O)CCl)cc1 | 8 | 5 | -7 | 8 | -3.4 | 2 | 3.8 | 17 | -21
CCOc1ccc(NS(=O)(=O)N(C)C)cc1 | 14 | -3 | 6 | -1 | 1.8 | 2 | -1.2 | 7 | 7
C#CCOCCOCCOCCNc1nc(N2CCOCC2)nc(N2CCN(C(=O)[C@H]([C@@H](C)CC)n3cc(CCCCN)nn3)CC2)n1 | 2 | 2 | 9 | 0 | 2.8 | -3 | -0.4 | 10 | -5
O=C(Nc1ccc2c(c1)OCO2)[C@@H]1[C@@H]2C(=O)N(C3CCCCC3)C(=O)[C@@H]2C2c3ccccc3C=CN21 (stereo partly specified) | 15 | 2 | 3 | 4 | -1.6 | 1 | 0.1 | 6 | 8
CCCN(CCC)C(=O)Cn1c(=O)n(CCCCC(=O)NC2CCCC2)c(=O)c2ccccc21 | 15 | 7 | 10 | -3 | -0.6 | 0 | -0.1 | 10 | -5
O=C(C1Cc2ccccc2CN1S(=O)(=O)c1ccc(F)cc1)N1CCCCCC1 (stereo unspecified) | 20 | 22 | 16 | 8 | -3.5 | 5 | 0.1 | -1&11 | -2
COc1cc(S(=O)(=O)N2CCOCC2)cc(C(=O)c2nccn2C)c1OC | 7 | 2 | -2 | 0 | -2.6 | 0 | 0.3 | 12 | -3
Cc1cc(=O)oc2cc(NC(=O)C3CCCC3)ccc12 | -6 | 2 | 1 | -2 | 0.0 | -6 | 19 | 12 | -23
O=c1[nH]n(-c2cccc(Cl)c2)c2ncccc12 | -7 | 0 | 9 | 2 | -1.5 | -5 | -0.3 | 3 | -2
O=C1CCC(=O)N1c1cccc(OS(=O)(=O)c2ccccc2)c1 | 7 | 9 | 12 | 2 | 1.0 | 3 | -0.2 | 4 | 1
CCOC(=O)C1CCCCN1Cc1cccc(C(F)(F)F)c1 (stereo unspecified) | 0 | 11 | 6 | -1 | 0.1 | -4 | -0.6 | 1 | -10
Cc1cc(NCCN2CCOCC2)n2ncc(-c3ccc(Cl)cc3)c2n1 | x | x | x | 0 | -3.9 | x | 0.4 | x | -11
COc1cccc(/C=N/NC(=O)c2cc(-c3cccn3C)n[nH]2)c1 | 15 | 9 | 1 | -1 | -5.0 | 14 | 0.8 | 10 | -1
SMILES | FXIIa inh 1536 | PPC-1+TRAIL kill | CHOP inh | Wee1 stabilizer | TNF necrop inh | FXIa inh | L929 necroptosis | PGE2 EP2 inh | Tb hexokinase
COC(=O)c1cc(C(=O)c2cc(Cl)ccc2O)coc1=N | 0 | 18 | 4 | 4 | -0.8 | -10 | -0.1 | 12 | -14
CC(C)COC(=O)CNc1n[nH]c(=S)[nH]c1=O | 1 | 10 | -18 | -2 | -0.3 | 3 | 1.1 | 133* | -19
C/C(N)=C(/C#N)C(=O)CSc1nnc(Cc2ccccc2F)n1N | 17 | -5 | -14 | -1 | 0.3 | 0 | -0.1 | 17 | 0
COc1cc(OC)nc(NC(=O)NS(=O)(=O)c2ccccc2Cl)n1 | 2 | 2 | 16 | -2 | 1.6 | 0 | 0.7 | 11 | -2
CCCn1nnnc1NCc1ccc(N2CCCC2)cc1 | 12 | 12 | -5 | 3 | -1.8 | 5 | 0.0 | 12 | -1
O=C(Nc1cccc2ccccc12)c1nn(C23CC4CC(CC(C4)C2)C3)cc1[N+](=O)[O-] | 7 | 18 | -5 | -1 | 2.2 | 0 | 0.6 | 4 | -2
CC(=O)Nc1nnc(COc2ccccc2)s1 | 7 | 6 | 15 | -1 | 0.1 | -3 | 9.0 | 10 | 2
CCOc1ccc(N(CC(=O)Nc2cccc(F)c2)S(=O)(=O)c2c(C)noc2C)cc1 | 45* | 12 | 72* | 4 | -3.4 | 11 | 0.3 | 16 | -2
CC(C)C(=O)Nc1nnc(CSCc2ccccc2F)s1 | 14 | 13 | -1 | 1 | 1.3 | 5 | 0.4 | 5 | 1
O=C(NCCCN1CCOCC1)C1CCC(=O)N1CCc1ccccc1 (stereo unspecified) | 5 | -4 | 14 | -3 | 0.8 | -2 | 0.4 | 7 | -7
COP(C)(=O)c1c(C)nn(-c2ccccc2)c1C (stereo unspecified) | -4 | 13 | 12 | 0 | -1.2 | 2 | 0.0 | -3 | 2
Cc1nc2ccccc2n1S(=O)(=O)N(C)C | 10 | -24 | 30 | 6 | 1.1 | -4 | 0.7 | 7 | 3
CC(NCc1ccc(S(N)(=O)=O)cc1)C(=O)Nc1cccc(Cl)c1 (stereo unspecified) | 4 | 11 | 13 | 0 | 0.5 | -1 | 0.4 | 6 | -14
O=C(NCCc1c[nH]c2ccccc12)C(=O)NCC(c1ccco1)N1CCN(c2ccccc2)CC1 (stereo unspecified) | 6 | 7 | 42 | -2 | -1.4 | 0 | -0.6 | 9 | 30
CCCC(=O)c1c[nH]c(C(=O)N2CCOCC2)c1 | 12 | 22 | -21 | 0 | -0.7 | -3 | 1.5 | 7 | -4
COCCNC(=S)N1CCC(Cc2ccccc2)CC1 | 5 | -20 | 11 | -2 | -0.3 | -2 | -0.5 | 2 | -4
Cc1nn(CC(=O)Nc2nccs2)c(C)c1[N+](=O)[O-] | 9 | -11 | 10 | -3 | 0.8 | -7 | 3.9 | 5 | -2
CC(=O)c1ccc(OCC(O)Cn2nnc3ccccc32)cc1 (stereo unspecified) | -5 | 11 | 23 | 0 | -0.7 | 5 | -0.6 | 8 | -5
COCCNC(=O)/C(C#N)=C/c1nc(N(C)C)n(-c2ccc(F)cc2)c1Cl | 11 | 9 | 20 | -4 | 0.3 | 1 | 53 | 7 | -16
Cc1ccnc(NC(=O)c2ccc3c(c2)S(=O)(=O)c2ccccc2C3=O)c1 | 4 | 9 | -12 | 0 | -3.4 | -6 | -1.1 | 7 | -4
O=C(N/N=C/c1ccc(Br)s1)c1c[nH]c2ccccc12 | 5 | -14 | 25 | 1 | -0.6 | 6 | 6.0 | 3 | -53
O=C(NC1CCN(C(=O)C2CCCCC2)CC1)c1ccccc1 | 8 | 13 | 18 | 4 | -0.8 | 0 | 0.8 | 10 | -9
O=S(=O)(NCCOc1ccccc1)c1ccc2ccccc2c1 | 8 | -4 | 51 | -3 | 3.8 | 1 | -0.7 | 5 | -3
CCC1(C)Cc2c(sc3nc(SC)nc(N)c23)CO1 (stereo unspecified) | 15 | 5 | -9 | 5 | -0.1 | 8 | -0.5 | 10 | -11
COc1ccc(C)cc1NC(=O)c1ccccc1NS(=O)(=O)c1ccc(Cl)s1 | -7 | 28 | 33 | -2 | -3.8 | -7 | 0.2 | 13 | -5

Looked up one by one from the entries so far (five):
SMILES | FXIIa inh 1536 | PPC-1+TRAIL kill | CHOP inh | Wee1 stabilizer | TNF necrop inh | FXIa inh | L929 necroptosis | PGE2 EP2 inh | Tb hexokinase
CC(C)COC(=O)CNc1n[nH]c(=S)[nH]c1=O | 1 | 10 | -18 | -2 | -0.3 | 3 | 1.1 | 133* | -19
C/C(N)=C(/C#N)C(=O)CSc1nnc(Cc2ccccc2F)n1N | 17 | -5 | -14 | -1 | 0.3 | 0 | -0.1 | 17 | 0
CC(NCc1ccc(S(N)(=O)=O)cc1)C(=O)Nc1cccc(Cl)c1 (stereo unspecified) | 4 | 11 | 13 | 0 | 0.5 | -1 | 0.4 | 6 | -14
CC(=O)c1ccc(OCC(O)Cn2nnc3ccccc32)cc1 (stereo unspecified) | -5 | 11 | 23 | 0 | -0.7 | 5 | -0.6 | 8 | -5
COc1ccc(C)cc1NC(=O)c1ccccc1NS(=O)(=O)c1ccc(Cl)s1 | -7 | 28 | 33 | -2 | -3.8 | -7 | 0.2 | 13 | -5

The results go on.
SMILES | FXIIa inh 1536 | PPC-1+TRAIL kill | CHOP inh | Wee1 stabilizer | TNF necrop inh | FXIa inh | L929 necroptosis | PGE2 EP2 inh | Tb hexokinase
Cc1cccc(C(=O)NN2S(=O)(=O)c3ccccc3S2(=O)=O)c1 | 8 | 10 | 21 | 6 | 0.8 | -1 | 2.2 | 3 | 2
O=C1NC(=O)/C(=C/c2cccc([N+](=O)[O-])c2)N1 | 5 | 12 | 11 | -2 | 0.2 | -7 | -0.2 | 6 | -29
O=C(Nc1nc2ccccc2s1)C1CCN(S(=O)(=O)c2cc([N+](=O)[O-])ccc2Cl)CC1 | 23 | 25 | 83* | 2 | -13 | 25 | 3.8 | 12 | -8
Cc1csc2c(SCC(=O)NNS(=O)(=O)c3cccc(C(F)(F)F)c3)ncnc12 | 4 | 23 | -3 | 1 | 1.3 | 0 | -0.1 | 5 | -1
CCOc1ccccc1N(C(=O)Nc1ccc(Cl)cc1)C1=NC(C)CS1 (stereo unspecified) | 6 | 11 | 24 | 2 | 1.6 | -3 | 0.0 | 9 | -2
CCCCN(CC)CCCNC(=O)CN1C(=O)CSc2ccc(S(=O)(=O)N3CCOCC3)cc21 | 0 | 2 | 15 | 3 | 1.1 | -6 | 3.8 | 8 | -5
O=C(COC(=O)c1cncc(Br)c1)NC1CCCC1 | 3 | 7 | -19 | 5 | 1.9 | -1 | 1.8 | 5 | 0
Cc1cc(C)n2nc(S(=O)(=O)N(CC(C)C)CC(C)C)nc2n1 | 11 | 12 | 17 | 2 | 0.1 | -8 | 1.0 | 5 | 8
C/C=C/c1ccc(OCCCCN2C(=O)NC(C)(C)C2=O)c(OC)c1 | 0 | 21 | -3 | 0 | -2.1 | -10 | 0.5 | 13 | 1
O=C(NC1CCCCC1)/C(=N\O)c1ccccn1 | 21 | 8 | -5 | -2 | 0.6 | 7 | 0.7 | 4 | -3

Compound activity: PubChem, several laboratories
